# Tau fibril ThT: tau fibrillization inhibition (ThT binding); P10636; recombinant tau K18 P301L, heparin-induced fibrillization, ThT fluorescence; Potency, µM (highest dose often 57.4 µM), for the others: at the highest dose activity, negative = inhibition, most hits filed as inhibitors; hit rate 2.1% among 270,000; AID 1460; also: % is scaled to controls: 0 for no effect and ±100 for the full control effect; nearly all actives have a fitted effect of over 55% in size
# Target sequence (P10636 561-689 P618L limits assumed): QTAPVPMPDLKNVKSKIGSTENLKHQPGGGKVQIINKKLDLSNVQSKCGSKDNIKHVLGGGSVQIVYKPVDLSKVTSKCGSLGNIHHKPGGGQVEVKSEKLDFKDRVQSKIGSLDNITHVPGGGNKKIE
#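 Recombinant human tau K18 fragment […] carrying P301L, 15 uM unlabeled plus 0.24 uM Alexa 594-labeled, was fibrillized with 20 uM heparin in 100 mM sodium acetate pH 7 for 6 hr at 37 C; 30 uM ThT fluorescence read after 1 hr.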
# Tau fibril FP: inhibitors of human tau fibril formation; P10636; K18 P301L tau heparin fibrillization, Alexa594 FP, 6 h; Potency, µM (doses to about 57.7 µM), inactives show at the top dose activity, negative = inhibition, most hits filed as inhibitors; hit rate 0.39% among 280,000; AID 1468; also: % is scaled to controls: 0 for no effect and ±100 for the full control effect; nearly all actives have a fitted effect of over 55% in size
#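 Read-out: fluorescence polarization of Alexa 594-labeled tau (0.24 uM), 555 nm excitation, 632 nm emission. Mixtures held 15 uM unlabeled K18 P301L, compound and 20 uM heparin, pH 7 acetate buffer, incubated 6 hr at 37 C.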
# HttQ103 aggreg: reduces HttQ103-GFP aggregates in PC12 cells; PC12 HttQ103-GFP aggregates, Acumen cytometry, 40 h; Potency, µM (titrated, usually from 46.1 µM), for inactives: at the highest dose activity change, negative = inhibition, most hits filed as inhibitors; hit rate 1.1% among 220,000; also: % is scaled to controls: 0 for no effect and ±100 for the full control effect; nearly all actives have a fitted effect of over 60% in size
#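 Steps: seed 1500 PC12 HTTQ103-GFP cells/well; add tebufenozide, 100 nM final; add compound titration; add ATPLite reagent; quantify GFP aggregates by laser scanning cytometry.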
# HTT cytoprotect: Huntington cell model cytoprotection by ATP luminescence; hit rate 0.14% among 230,000; PC12 HTT-Q103 induced, cytoprotection, ATP luminescence, 40 h; AID 1471; Potency, µM (highest dose often 56.4 µM), inactives show cytoprotection (ATP increase), usual class: activators;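 also: % of control where 0% means no effect; nearly all actives have a fitted effect of over 45% in size; toxic huntingtin expression switched on by the ecdysone agonist tebufenozide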
#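 Readout: ATPlite luminescence (ATP level). Model: stable PC12, inducible Htt exon1 Q103-GFP. Inducer: tebufenozide, 100 nM final. Compounds: dose series. No G418 in medium.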
# SMN2 splice up: SMN2 splice variant enhancement; hit rate 2.8% among 210,000; HEK293 SMN2-luciferase splicing reporter, luminescence, 30-36 h; Potency, µM (doses to about 46.1 µM), for inactives: at the top dose activity change, positive = activation, most hits filed as activators; also: % of control where 0% means no effect; nearly all actives have a fitted effect of over 55% in size
#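 qHTS luciferase splicing reporter: luminescence rises when SMN2 exon 7 is included in transfected HEK293 cells. Compound exposure lasted 30-36 h at 37C, with 4.5 mM final sodium butyrate as control, followed by a ONE-Glo read.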
# Tau fluor cs: counter-screen for tau fibril formation inhibitors | tau K18 P301L (four-repeat tau fragment) Alexa594 fluorescence, heparin fibrillization | Potency, µM (highest dose often 57.7 µM), inactives show at the highest dose activity change, negative = decrease | hit rate 0.93% among 280,000; also: % is scaled to controls: 0 for no effect and ±100 for the full control effect; nearly all actives have a fitted effect of over 55% in size
#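 Human K18 P301L tau (15 uM unlabeled plus 0.24 uM Alexa 594-labeled, final) in 100 mM sodium acetate pH 7 was mixed with compound and 20 uM heparin and incubated 6 hr at 37 C.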
# JMJD2E inh: blocks human JMJD2E demethylase activity; Potency, µM (doses to about 57.1 µM), for the others: top-dose activity change, negative = inhibition, hits mostly inhibitors; JMJD2E catalytic domain, FDH-coupled NADH fluorescence (FDH is formaldehyde dehydrogenase); hit rate 1.6% among 230,000; B2RXH2; active = well fitted inhibition curve with a large enough effect, not every such curve was filed as active; inconclusive = small, poorly fitted or top-dose-only effect, or another doubt; inactive = no such curve, though single readings can be large or run the other way;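 also: 0% = wells with enzyme and -100% = buffer wells without enzyme; nearly all actives have a fitted effect of over 50% in size; many of its hits are not listed in these tables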
# Target sequence (B2RXH2 1-337 limits assumed): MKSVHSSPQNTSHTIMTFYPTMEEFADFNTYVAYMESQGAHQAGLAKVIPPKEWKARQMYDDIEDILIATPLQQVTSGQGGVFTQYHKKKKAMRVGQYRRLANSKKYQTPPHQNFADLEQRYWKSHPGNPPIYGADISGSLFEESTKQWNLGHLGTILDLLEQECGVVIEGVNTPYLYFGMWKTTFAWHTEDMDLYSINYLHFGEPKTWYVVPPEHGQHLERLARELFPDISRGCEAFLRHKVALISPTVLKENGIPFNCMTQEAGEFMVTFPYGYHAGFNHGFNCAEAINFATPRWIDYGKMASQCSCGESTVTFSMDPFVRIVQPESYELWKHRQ
# ALDH1A1 inh: ALDH1A1 (human) enzyme inhibition; P00352; Purified ALDH1A1, NADH fluorescence, propionaldehyde substrate; Potency, µM (top dose mostly 75.3 µM), for inactives: top-dose activity, negative = inhibition, hits mostly inhibitors; hit rate 7.3% among 220,000; active = well fitted inhibition curve with a large enough effect, not every such curve was filed as active; inconclusive = small, poorly fitted or top-dose-only effect, or another doubt; inactive = no such curve, though single readings can be large or run the other way;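 also: plate controls were no enzyme wells and a reference inhibitor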
# Target sequence (P00352 whole entry, looked up): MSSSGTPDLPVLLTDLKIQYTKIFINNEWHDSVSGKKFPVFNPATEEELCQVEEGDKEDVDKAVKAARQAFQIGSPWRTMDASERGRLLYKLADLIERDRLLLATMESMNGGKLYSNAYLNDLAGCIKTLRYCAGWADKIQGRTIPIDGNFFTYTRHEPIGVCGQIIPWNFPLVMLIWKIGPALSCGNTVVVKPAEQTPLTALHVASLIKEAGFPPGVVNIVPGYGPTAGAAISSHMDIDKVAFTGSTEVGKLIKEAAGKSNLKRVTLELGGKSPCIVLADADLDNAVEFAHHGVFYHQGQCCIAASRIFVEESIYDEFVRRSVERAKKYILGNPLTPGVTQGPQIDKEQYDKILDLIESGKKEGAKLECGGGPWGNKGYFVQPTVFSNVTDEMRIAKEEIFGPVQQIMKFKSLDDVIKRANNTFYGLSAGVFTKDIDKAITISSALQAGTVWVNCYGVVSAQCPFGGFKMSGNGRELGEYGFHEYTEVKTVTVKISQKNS
# The depositor's hits bear a star; ? = inconclusive; . = not tested or not shown; [ ] = another dose, or the depositor's remark. Unless noted, calls follow the shape of the dose curve; as a rule, active = well fitted curve in the direction sought with a large enough effect; inconclusive = small, poorly fitted or top-dose-only effect, or another doubt; inactive = no such curve, though single readings can be large; an effect the other way counts as inactive or inconclusive. Potency is read from the fitted curve at half-maximal effect.
item	SMILES	Tau fibril ThT	Tau fibril FP	HttQ103 aggreg	HTT cytoprotect	SMN2 splice up	Tau fluor cs	JMJD2E inh	ALDH1A1 inh
1	CCC1(C(=O)OC)NC(c2ccco2)C2C(=O)N(c3ccc(F)cc3)C(=O)C21 (stereo unspecified)	?	-9%	-11%[9.22 µM]	-2%[10 µM]	.	-14%	-32%	18µM*
2	Cc1cc(Nc2cccc(Cl)n2)n(-c2ccccc2)n1	-3%	-7%	15%	3%[10 µM]	-36%[inhibitor]	-10%	-1%	6%
3	CCOc1ccccc1OCC(=O)Nc1ccc(S(=O)(=O)Nc2nc(C)cc(C)n2)cc1	-5%	2%	6%	-1%	-8%	-2%	2%	0%
4	CC(=O)OCc1cc(-c2nc3ccccc3[nH]c2=O)nn1-c1ccc(Cl)cc1	-17%	?	-1%[9.22 µM]	6%[10 µM]	.	-19%	?	?
5	Cc1nnc(NCc2ccco2)s1	-11%	-9%	1%	-9%	8%	-13%	10%	6%
6	N#C/C(=C/c1cn(-c2ccccc2)nc1-c1cccc(OCc2ccc(F)cc2)c1)C(=O)NCCCn1ccnc1	-15%	-8%	?	.	13%	-3%	?	-16%
7	O=C(CC1C(=O)N(c2ccccc2)C(=O)N1CCC1=CCCCC1)Nc1ccc(F)cc1 (stereo unspecified)	11%	?	.	.	1%	-29%	.	.
8	O=C1OC(c2ccccc2)=N/C1=C\C=C\c1ccco1	14µM*	-4%	11%[9.22 µM]	-6%[10 µM]	.	-12%	-13%	?
9	COc1cccc(N(C(=O)c2ccn[nH]2)C2(C(=O)Nc3c(C)cccc3C)CCCCC2)c1	-9%	-1%	-12%	-3%[1.9 µM]	-18%	-2%	7%	3%
10	Cc1c(Cl)cccc1Nc1nc(N)nc(CSCCO)n1	10%	2%	11%	-8%[0.074 µM]	1%	4%	-3%	4%
11	Cc1ccc(CCNC(=O)C2CC(c3cccc(F)c3)=NO2)cc1 (stereo unspecified)	1%	5%	25%[9.22 µM]	22%[10 µM]	.	1%	5%	.
12	COc1cc(OC)cc(-c2nnc(SCC(=O)Nc3ccc(C(=O)O)cc3)s2)c1	-17%	-1%	14%	-6%	1%	-12%	-16%	-8%
13	CN1CCN(c2ncc3c(n2)CC(c2ccccc2F)CC3=O)CC1 (stereo unspecified)	.	-8%	-3%[9.22 µM]	19%[10 µM]	.	-2%	8%	.
14	COc1ccc2c(c1)NC1(O)c3ccccc3C(=O)C21O (stereo unspecified)	-10%	3%	-4%	0%[10 µM]	-11%	-2%	-2%	4%
15	COc1ccc(/C(=C/Nc2cccc(Br)c2)C(C)=O)cc1OC	-13%	6%	6%	-10%[10 µM]	0%	-10%	-1%	?
16	Cc1ccc(-c2cc(-c3n[nH]c(=S)n3C)c3ccccc3n2)cc1	-1%	3%	20%	.	19%	-19%	?	?
17	CC(=O)Nc1ccc(S(=O)(=O)N2CCN(c3nnnn3-c3ccccc3)CC2)cc1	8%	-9%	14%	-28%	4%	9%	-5%	2%
18	C=CCOc1ccc(CNCCO)cc1OCC	-1%	1%	10%	-17%[10 µM]	4%	-3%	-17%	-6%
19	Cc1ccc(C2C(C=Nc3c(C)n(C)n(-c4ccccc4)c3=O)=C(c3ccccc3)Oc3ccccc32)cc1 (stereo unspecified)	-7%	9%	22µM*	-38%	0%	-9%	8%	8%
20	O=C(CSc1cccc2cccnc12)NCc1ccco1	-16%	2%	-15%	-4%[10 µM]	3%	-12%	?	?
21	CC(=O)Nc1ccc(NC2=C/C(=N/S(=O)(=O)c3cccs3)c3ccccc3C2=O)cc1	?	?	5.6µM*	.	-70%[inhibitor]	5µM*[quencher]	43%[activator]	8%
22	CCc1nnc(NC(=O)C2CCN(S(=O)(=O)Cc3ccccc3)CC2)s1	-3%	4%	9%	-4%[10 µM]	-5%	0%	7%	-1%
23	CCn1cc(CN2CCN(CCc3ccccc3)C(CCO)C2)c(C)n1 (stereo unspecified)	-7%	-3%	-18%[9.22 µM]	-12%[10 µM]	.	-8%	-5%	2%
24	COc1ccccc1CC(=O)Nc1cccc2c1CCCC2	10%	2%	-10%	-13%[10 µM]	4.5µM*	12%	-1%	9%
25	O=C1c2ccccc2NC(c2cccs2)N1NS(=O)(=O)c1ccccc1 (stereo unspecified)	-5%	-12%	-5%	3%	-35%[inhibitor]	-1%	?	?
26	COc1ccc(-c2oc(/N=C/N3CCOCC3)c(C#N)c2-c2ccc(OC)cc2)cc1	-1%	8%	3%	9%	0%	?	-10%	?
27	CCOC(=O)c1[nH]c2ccccc2c1NC(=S)Nc1ccccc1	?	7%	8%	.	2%	-15%	?	?
28	CC1CCC2C(=O)N(c3ccccc3OC(=O)c3ccccc3F)C(=O)C2C1 (stereo unspecified)	-6%	-2%	3%[9.22 µM]	-11%[10 µM]	-9%	-6%	-20%	3%
29	O=C(NCCCN1CCOCC1)c1cn(-c2ccccc2)nc1-c1cccs1	1%	-11%	3%[9.22 µM]	-1%	-7%	-14%	-14%	-1%
30	CC(C)(C)NC(=O)Cn1c(SCC(=O)NC2CCCCC2)nc2ccccc21	2%	7%	-2%	21%	-4%	-3%	10%	0%
31	Cc1nn(S(=O)(=O)c2cccs2)c(C)c1Sc1ccc([N+](=O)[O-])cc1	-7%	6%	1%	11%	-75%[inhibitor]	?	4%	-5%
32	Cc1ccc(Cn2c(=S)[nH]c3ccc(N4CCOCC4)cc3c2=O)o1	?	-14%	?	?	4%	?	?	?
33	Cc1cc(-c2nn(-c3ccccc3)cc2/C=C2\SC(N)=NC2=O)ccc1OC(C)C	-1%	3.2µM*	3%	-9%[10 µM]	-34%[inhibitor]	?	1%	?
34	CC(C)(C)NC(=O)COC(=O)c1cc(F)c(F)cc1Cl	-11%	4%	0%	13%	-10%	-2%	5%	7%
35	CCCOC(=O)c1ccc(NC(=O)C2CCCO2)cc1 (stereo unspecified)	2%	-1%	-16%	-5%	?	0%	8%	?
36	Cc1ccc(-c2c(=O)n(OCc3ccccn3)c3ccccc3[n+]2[O-])cc1	-23%	-12%	14%	-23%	.	-20%	-9%	?
37	CC(C)(C)n1ncc2c(=O)n(Cc3ccc(Cl)c(Cl)c3)cnc21	0%	-9%	-11%	?	-68%[inhibitor]	-4%	8%	2%
38	COCCNC(=S)N/N=C/c1c(C)[nH]c2ccccc12	?	?	25%	1%[10 µM]	-34%[inhibitor]	?	0%	-3%
39	O=C(CSc1nnc(COc2cccc3ccccc23)o1)N1c2ccccc2CCc2ccccc21	-4%	-6%	31%	-12%	-20%	-8%	0%	22µM*
40	CCCOc1ccc(N2C(=O)CC(N(CCCO)C(=O)CC)C2=O)cc1 (stereo unspecified)	-22%	2%	11%[9.22 µM]	6%[10 µM]	.	-6%	-1%	.
41	CCOc1ccccc1NC(=O)COC(=O)C1CC1	-10%	-2%	4%	-6%	-12%	-7%	9%	6%
42	COc1ccc(/C=C/C(=O)NC(=S)Nc2ccccc2C(=O)NC2CCCCC2)cc1	-10%	-7%	?	-61%[inhibitor]	2%	-10%	4%	0%
43	Cc1[nH]c2ccccc2c1/C=N/NC(=O)c1cc(C(C)C)[nH]n1	.	13%	-10%[9.22 µM]	28%[10 µM]	.	-27%	0%	.
44	Cc1ccc2[nH]c3c(c2c1)CCNC3=O	?	8%	-32%	-27%	12%	-8%	?	?
45	CCOC(=O)Cc1csc(NC(=O)/C=C/c2ccc(OC)cc2)n1	-10%	-6%	0%	-167%[inhibitor]	-13%	?	-22%	-9%
46	CCc1ccc(NC(=S)Nc2cccc(OC)c2)cc1	-13%	3%	9%	-12%	7%	-24%	5%	-4%
47	Cc1cc(NS(=O)(=O)c2ccc(NC(NC(=O)C(C(F)(F)F)C(F)(F)F)(C(F)(F)F)C(F)(F)F)cc2)no1	?	-18%	7%	19%[10 µM]	-10%	-4%	7%	?
48	CCCCc1nc2ccccc2n2c(-c3ccc(C)cc3)c3c(=O)n(C)c(=O)n(C)c3c12	?	6%	.	.	5%	-16%	.	.
49	Cc1cnc(C(=O)Nc2ccccc2C(=O)N2CCOCC2)cn1	1%	8%	-16%	-9%[10 µM]	9%	3%	0%	0%
50	CC(C)NS(=O)(=O)c1ccc2c(c1)NCC2	14%	2%	6%	4%[10 µM]	13%	10%	0%	-5%

# Other compounds follow:
item	SMILES	Tau fibril ThT	Tau fibril FP	HttQ103 aggreg	HTT cytoprotect	SMN2 splice up	Tau fluor cs	JMJD2E inh	ALDH1A1 inh
51	COc1ccc(CN2C(=O)c3ccccc3C2C(=O)NCC2CCCO2)c(OC)c1 (stereo unspecified)	-8%	-8%	15%	-30%	0%	-9%	3%	0%
52	Cc1ccc(NC(=O)C(C)NC(=O)OCc2ccccc2)cc1C (stereo unspecified)	-7%	-12%	-1%[9.22 µM]	3%[10 µM]	.	-16%	-13%	-5%
53	COc1ccc(N2CCN(C(=O)c3oc4ccccc4c3C)CC2)cc1	?	6%	-18%	-38%	2%	-24%	2%	-17%
54	CCOC(=O)N1CCN(C(=O)c2ccc3nc(N4CCCCC4)sc3c2)CC1	-7%	3%	-11%	-10%	14%	-10%	?	-3%
55	Nc1nc(-c2ccccc2)c(-c2ccccc2)o1	-16%	-6%	6%[9.22 µM]	9%[10 µM]	.	-14%	-12%	-9%
56	Cc1onc(-c2ccccc2)c1C(=O)NC(=S)NNC(=O)c1cc(-c2ccc(F)cc2)n[nH]1	.	3%	-6%[9.22 µM]	15%[10 µM]	.	-19%	13µM*	.
57	C/C(=N\O)c1ccc2c3ccccc3n(C)c2c1	-8%	-9%	14%	-25%	40%	?	?	?
58	CNc1n[nH]c(=S)s1	0%	4%	-6%[9.22 µM]	-9%[10 µM]	.	0%	-18%	.
59	O=C(O)c1ccccc1/C=N/Nc1ccc(S(=O)(=O)N2CCOCC2)cc1[N+](=O)[O-]	?	-5%	7%[9.22 µM]	0%[10 µM]	.	-17%	0%	.
60	O=C(/C=C/c1cc([N+](=O)[O-])ccc1OC(F)F)Nc1cccc2ccccc12	-17%	9%	20%	4%[10 µM]	-24%	?	-4%	?

# Source: PubChem

# The list is partial, so the mix of outcomes need not match the whole.
